# RGS4 inhibitor: Inhibitors of Regulator of G Protein Signaling (RGS) 4: qHTS | Regulator of G-protein signaling 4 (Homo sapiens), P49798 | Transcreener GDP fluorescence polarization, RGS4-accelerated GTP hydrolysis | Potency, µM (doses to about 114 µM), inactives show top-dose activity change, negative = inhibition, most hits filed as inhibitors | 0.039% of 390,000 active | AID 504845, 2011; note: potency is the fitted concentration of half-maximal effect; % is set by controls: 0 for no effect and ±100 for the full control effect; nearly all actives have a fitted effect of over 75% in size; some results filed as inactive show a strong effect at the top dose
# Target sequence (P49798 whole entry, looked up): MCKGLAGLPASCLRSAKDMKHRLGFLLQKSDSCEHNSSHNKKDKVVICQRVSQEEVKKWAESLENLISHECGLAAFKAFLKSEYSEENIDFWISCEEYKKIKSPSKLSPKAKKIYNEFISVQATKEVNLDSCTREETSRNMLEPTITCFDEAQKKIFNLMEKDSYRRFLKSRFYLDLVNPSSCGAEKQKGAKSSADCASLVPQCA
#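 MLSMR compounds (23 nl, pin-transferred) preincubated 10 min at room temperature with a 500nM (2x) first reagent, then RGS4 at 900nM (2x) plus Transcreener GDP mix added; fluorescence polarization (620/688 nm) read before and after 90 min at 30 °C.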
# IDH1 R132H inh: qHTS for Inhibitors of mutant isocitrate dehydrogenase 1 (IDH1): qHTS; Isocitrate dehydrogenase [NADP] cytoplasmic (Homo sapiens), O75874; Potency, µM (doses to about 76.6 µM), inactives show top-dose activity change, negative = inhibition, actives largely listed as inhibitors; IDH1-R132H enzyme, NADPH consumption, diaphorase/resazurin fluorescence; 0.093% of 390,000 active; note: potency is the fitted concentration of half-maximal effect; % is set by controls: 0 for no effect and ±100 for the full control effect; nearly all actives have a fitted effect of over 65% in size
# Target sequence (O75874 whole entry R132H, stated change not applied): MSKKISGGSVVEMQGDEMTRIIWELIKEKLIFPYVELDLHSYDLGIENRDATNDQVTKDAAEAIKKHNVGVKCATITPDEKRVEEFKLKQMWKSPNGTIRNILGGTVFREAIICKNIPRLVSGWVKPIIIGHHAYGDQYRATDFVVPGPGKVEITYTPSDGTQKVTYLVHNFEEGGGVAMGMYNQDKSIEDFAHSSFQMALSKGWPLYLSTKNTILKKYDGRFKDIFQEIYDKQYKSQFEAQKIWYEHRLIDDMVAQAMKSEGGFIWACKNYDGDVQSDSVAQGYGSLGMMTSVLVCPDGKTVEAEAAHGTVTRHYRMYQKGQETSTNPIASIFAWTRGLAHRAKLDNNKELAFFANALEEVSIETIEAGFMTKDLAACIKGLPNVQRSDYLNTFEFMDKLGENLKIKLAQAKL
#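 IDH1-R132H (0.5 ug/mL dispensed) in pH 7.5 Tris buffer was preincubated 30 min with compound, then given a substrate mix of 0.016 mM NADPH and 2 mM alpha-KG for 80 min at room temperature; remaining NADPH was read by diaphorase/resazurin fluorescence.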
# Vif-A3F inh: qHTS for Inhibitors of Vif-A3F Interactions: qHTS; HeLa A3F-eYFP + Vif (tagged APOBEC3F with the HIV-1 protein that degrades it), YFP fluorescence increase; Potency, µM (top dose mostly 46.1 µM), inactives show at the top dose activity, negative = active; 0.2% of 390,000 active; note: potency is the fitted concentration of half-maximal effect; % of control where 0% means no effect; nearly all actives have a fitted effect of over 65% in size
#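 HeLa cells stably expressing A3F-eYFP plus Vif, plated and incubated overnight at 37 deg C, then exposed to compounds overnight at 37 deg C. Blocked degradation read as raised yellow fluorescence (Ex 488/Em 500-530).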
# USP1 inh: Inhibitors of USP1/UAF1: Primary Screen | Ubiquitin carboxyl-terminal hydrolase 1 (Homo sapiens), O94782 | recombinant USP1/UAF1, Ub-Rhodamine cleavage fluorescence | Potency, µM (highest dose often 57.1 µM), for the others: at the top dose activity change, negative = inhibition, most hits filed as inhibitors | 0.23% of 390,000 active | AID 743255, 2014; note: potency is the fitted concentration of half-maximal effect; % is set by controls: 0 for no effect and ±100 for the full control effect; nearly all actives have a fitted effect of over 60% in size; inactives centre near -12
#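 USP1/UAF1 complex (1 nM) preincubated 15 min at room temperature with compound, then Ub-Rho substrate (150 nM final) added. Kinetic fluorescence at 480/540 nm over 6 reads at 60 s intervals; 50 mM HEPES pH 7.8, 0.5 mM EDTA, 0.1 mg/ml BSA, 1 mM TCEP, 0.01% Tween-20.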
# Vif-A3G inh: qHTS for Inhibitors of Vif-A3G Interactions: qHTS | 0.076% of 410,000 active | DNA dC->dU-editing enzyme APOBEC-3G (Homo sapiens), Q9HC16 | Potency, µM (doses to about 46.1 µM), without a hit: top-dose activity, negative = active, most hits filed as inhibitors | HeLa A3G-eYFP + Vif (tagged APOBEC3G with the HIV-1 protein that degrades it), YFP fluorescence, overnight;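 note: potency is the fitted concentration of half-maximal effect; % is set by controls: 0 for no effect and ±100 for the full control effect; nearly all actives have a fitted effect of over 60% in size; hits raise eYFP signal because A3G escapes Vif-driven loss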
# Target sequence (Q9HC16 whole entry, looked up): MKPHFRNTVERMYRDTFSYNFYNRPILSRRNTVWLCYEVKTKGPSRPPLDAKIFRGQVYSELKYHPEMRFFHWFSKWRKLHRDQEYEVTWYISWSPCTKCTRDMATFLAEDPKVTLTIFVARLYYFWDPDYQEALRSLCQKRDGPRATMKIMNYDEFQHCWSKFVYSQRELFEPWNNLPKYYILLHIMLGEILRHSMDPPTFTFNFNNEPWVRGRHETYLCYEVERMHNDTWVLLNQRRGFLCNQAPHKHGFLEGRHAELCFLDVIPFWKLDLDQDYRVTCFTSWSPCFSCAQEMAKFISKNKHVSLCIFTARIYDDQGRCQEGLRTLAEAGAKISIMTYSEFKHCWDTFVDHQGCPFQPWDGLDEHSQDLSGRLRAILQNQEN
#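 HeLa cells stably expressing Vif and C-terminally eYFP-tagged A3G, seeded overnight at 37 deg C, then exposed to compound by pintool overnight at 37 deg C. Rise in yellow fluorescence (Ex 488/Em 500-530, Acumen) marks blocked Vif-driven A3G degradation.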
# TrxR1 substrate: qHTS Assay for Substrates of Mammalian Selenoprotein Thioredoxin Reductase 1 (TrxR1): qHTS; Potency, µM (series often up to 114 µM), without a hit: at the top dose activity change, negative = substrate turnover; purified TrxR1 substrate turnover, NADPH consumption readout; 0.01% of 390,000 active; Thioredoxin reductase 1, cytoplasmic (Rattus norvegicus), O89049; AID 588456, 2011; note: potency is the fitted concentration of half-maximal effect; % is set by controls: 0 for no effect and ±100 for the full control effect; nearly all actives have a fitted effect of over 50% in size
#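 Rat TrxR1, dispensed at 90 nM, was prereduced with 400 uM NADPH (final) for 5 min at ~22 deg C, then incubated with compound 15 min before 400 uM selenite. A first-read NADPH fluorescence drop versus no-compound background flagged substrates.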
# LDHA inh: qHTS assay for inhibitors of human lactate dehydrogenase; L-lactate dehydrogenase A chain (Homo sapiens), P00338; purified LDHA, NADH/diaphorase-resazurin fluorescence; active compounds read low; activity change, % (values are at about 110 or 230 µM); 0.15% of 480,000 active; in the data active = activity change below about -30%; inconclusive = mostly about -25% to -30%;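 note: plate controls were DMSO wells for no effect and wells without enzyme for full effect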
#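 Resorufin fluorescence (ex540/em590), read at 0 and 20 min after diaphorase/resazurin addition, reports the NADH left after a 5 min room-temperature reaction of 2 nM human LDH5 with 0.06 mM NADH and 0.2 mM pyruvate.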
# GRP78 ERSR act: qHTS for Inducers of the Endoplasmic Reticulum Stress Response (ERSR) in Human Glioma: qHTS. U87-MG GRP78 promoter luciferase reporter, 16 h. Potency, µM, without a hit: at the top dose activation, usual class: activators. 0.02% of 420,000 active. AID 602332, 2012; note: potency is the fitted concentration of half-maximal effect; series mostly up to about 76 µM; % of control where 0% means no effect; nearly all actives have a fitted effect of over 35% in size
#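 ERSR induction read as luciferase luminescence (Bright-Glo, 10 min at room temperature) in stably transfected human U87-MG glioma cells exposed to compounds for 16 h, using GRP78 as sensor.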
# rTrxR1 inhibitor: qHTS Assay for Inhibitors of Mammalian Selenoprotein Thioredoxin Reductase 1 (TrxR1): qHTS. recombinant rTrxR1, NADPH fluorescence consumption, selenite substrate. Thioredoxin reductase 1, cytoplasmic (Rattus norvegicus), O89049. AID 588453, 2011. 1% of 390,000 active. Potency, µM (titrated, usually from 114 µM), without a hit: top-dose activity change, negative = inhibition, hits mostly inhibitors; note: potency is the fitted concentration of half-maximal effect; % is set by controls: 0 for no effect and ±100 for the full control effect; nearly all actives have a fitted effect of over 65% in size
#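 Rat TrxR1 (90 nM in the dispensed reagent) was pre-reduced with 400 uM NADPH for 5 min at room temperature, then incubated with compound for 15 min. After 400 uM selenite was added, NADPH fluorescence (Ex 340/Em 450 nm) was followed for 8 min.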
# Numbers without * were called inactive; ? = inconclusive; & = joins results of further samples; [ ] = remark or other dose. Unless noted, calls come from the whole dose curve; as a rule, active = well fitted curve in the direction sought with a large enough effect; inconclusive = small, poorly fitted or top-dose-only effect, or another doubt; inactive = no such curve, though single readings can be large; an effect the other way counts as inactive or inconclusive.
# Order of values – RGS4 inhibitor	IDH1 R132H inh	Vif-A3F inh	USP1 inh	Vif-A3G inh	TrxR1 substrate	LDHA inh	GRP78 ERSR act	rTrxR1 inhibitor
> Cn1cnnc1SCCn1c(N2CCCCC2)nc2c1c(=O)[nH]c(=O)n2C
 : 1.2%	6.5%	-5.6%	-11.4%	3.3%	-3.1%	9.6	0.9%	-2.2%
> CN(C(=O)COC(=O)c1nc(Cl)ccc1Cl)c1ccccc1
 : -32.4%	4.9%	8.5%	-19.7%	-0.8%	-1.6%	2.8	-4.1%	6.0%
> CCS(=O)(=O)Nc1cccc(C2=NN(S(=O)(=O)c3ccc(C)cc3)C(c3ccco3)C2)c1 (stereo not given)
 : -29.8%	1.7%	1.2%	-20.8%	-0.2%	-1.6%	-1.4	-3.5%	-9.5%
> O=C(c1cnn2c(C(F)F)cc(C3CC3)nc12)N1CCc2ccccc2C1
 : 9.5%	10.4%	-10.3%	-11.0%	-13.0%	-10.0%	0.9	-3.7%	-6.7%[57.1 µM]
> Cc1ccc2ccc3cccc4ccc1c2c34
 : -20.1%	16.0%	-2.4%	-29.3%	-1.1%	83.1%[activator]	-1.5	0.4%	22.1%
> CCN(CC)S(=O)(=O)c1ccc(Cl)c(C(=O)NNC(=O)c2csc(N3CCOCC3)n2)c1
 : 6.9%	-15.6%	0.3%	-13.3%	-1.2%	-5.7%	-8.2	-3.3%	6.6%
> O=C(c1nc2ccc(Cl)cn2c1CNCC[C@@H]1C[C@@H]2C=C[C@H]1C2)N1CCCCCCC1
 : -0.8%	5.5%	-9.9%	-23.5%	4.8%	2.9%	3.2	-4.0%	10.8%
> O=C(Nc1cccc([N+](=O)[O-])c1)C1C2CCCCC21 (stereo not given)
 : 14.8%	-1.5%	-2.6%	-9.8%	0.6%	2.4%	-1.5	-0.9%	13.9%
> Cc1c(C(=O)NC(=S)Nc2ccc(NC(=O)c3cccs3)cc2)cccc1[N+](=O)[O-]
 : 13.2%	-1.9%	-1.8%	-21.9%	-0.9%	-12.1%	-2.8	-2.5%	-6.0%[57.1 µM]
> CCOc1ccc(NS(=O)(=O)c2ccc3[nH]cc(C(=O)N(C)Cc4ccccc4)c(=O)c3c2)cc1
 : -2.8%	-5.2%	-10.0%	?	-3.2%	-5.6%[57.1 µM]	3.5	-3.1%	13.0%[57.1 µM]
> S=C1N[C@H]2CCCC[C@@H]2N1
 : 43.3%	8.8%	0.1%	-2.9%	2.7%	4.5%	-6.2	-1.2%	7.7%
> CCN(Cc1ccc(O)cc1)CC1CCCN(CCc2cccc(F)c2)C1 (stereo not given)
 : -10.9%	1.7%	3.6%	-13.9%	5.2%	1.3%	1.1	-2.3%	0.7%
> O=C(c1cccnc1)N1CCN(S(=O)(=O)c2ccc3ccccc3c2)CC1
 : 27.5%	-0.4%	9.7%	-5.4%	2.5%	1.2%	-20.3	-4.6%	20.1%
> COc1ccc(C(=O)Nc2ccccc2C(=O)NCC2CCCO2)cc1 (stereo not given)
 : 25.9%	0.5%	9.0%	-2.3%	0.5%	4.1%	-8.4	0.1%	10.8%
> NC(=O)CN(c1ccc([N+](=O)[O-])cc1)S(=O)(=O)c1ccccc1
 : 2.7%	0.2%	-1.0%	-6.2%	-0.8%	5.7%[57.1 µM]	-11.4	-6.4%	1.6%[57.1 µM]
> COc1cccc(OCc2nc3ccccc3n2Cc2ccccc2)c1
 : -21.4%	0.0%	-5.5%	-21.6%	-1.2%	1.0%	6.4	-0.6%	11.5%
> C=CCN1C(=O)c2ccccc2NC1c1cc(Br)cs1 (stereo not given)
 : 0.6%	-0.1%	12.2%	-7.8%	-5.8%	2.5%[57.1 µM]	-7.3	-3.2%	16.2%[57.1 µM]
> O=C(C(Cc1ccccc1)n1cccc1)N1CCCCCC1 (stereo not given)
 : -2.8%	-3.4%	-8.8%	-17.1%	-6.4%	9.1%[57.1 µM]	-11.8	-0.4%	22.8%[57.1 µM]
> COc1ccc(N2CCN(C(=O)CCC(=O)NNc3nc4ccccc4c4nc(C)nn34)CC2)cc1
 : -0.2%&-17.8%	3.1%&-2.0%	5.3%&2.0%	-17.4%&2.1%	-0.5%&-1.0%	-4.9%&4.9%	0.5&-0.5	-0.3%&-0.7%	1.0%&7.6%
> O=C(C1CCCN(S(=O)(=O)c2ccc(Cl)cc2)C1)N(Cc1cccs1)C1CC1 (stereo not given)
 : -14.8%	0.4%	-2.5%	-24.9%	0.4%	9.1%[57.1 µM]	0.2	-1.8%	8.6%[57.1 µM]
> O=C1c2cccc3cccc(c23)C(=O)C1(O)O
 : -103.1%	10.9%	-6.4%	-26.5%	?	1.1%[57.1 µM]	4.3	-3.7%	-10.4%[57.1 µM]
> COc1ccc(C2CC(Cn3cc(C#N)c(=O)n(C)c3=O)ON2C)cc1 (stereo not given)
 : 12.8%	7.9%	2.7%	-11.6%	-4.7%	-1.4%[57.1 µM]	-4.4	-4.7%	0.1%[57.1 µM]
> O=C(CSc1ccc(S(=O)(=O)N2CCCC2)cn1)Nc1ccc([N+](=O)[O-])cc1C(F)(F)F
 : -4.4%	-2.8%	-0.6%	-2.9%	-7.0%	-7.0%	-4.0	0.4%	-2.0%
> CN=C1NC(C)(C)C2CCC(C)(CC2)S1
 : 9.9%	-3.9%	-5.2%	0.5%	1.5%	6.8%[57.1 µM]	-3.4	-3.0%	2.4%[2.29 µM]
> Cc1c(Cl)cccc1NC(=O)c1ccc2snnc2c1
 : -3.3%	-0.3%	-4.3%	-24.8%	4.0%	4.8%	-5.7	-1.9%	18.0%
> O=C(NCC1COc2ccccc2O1)c1ccc(Cl)cc1 (stereo not given)
 : -5.5%	3.5%	2.5%	-13.3%	-4.2%	-1.2%	-2.8	6.9%	21.9%
> Cc1ccc(/C=N/NC(=O)c2nnn(-c3nonc3N)c2CN(C)c2ccccc2)s1
 : -9.1%	-7.1%	0.6%	-15.5%	5.5%	-7.3%	-0.1	0.8%	7.5%
> Nc1c(C(O)(C(F)(F)F)C(F)(F)F)ccc2ccccc12
 : 7.1%	9.0%	-8.2%	-1.7%	-18.0%	14.6%[57.1 µM]	9.9	2.3%	16.0%[57.1 µM]
> CC(Oc1ccc2c3c(c(=O)oc2c1)CCCC3)C(=O)NC1CC(C)(C)NC(C)(C)C1 (stereo not given)
 : 2.4%	-6.1%	-7.4%	?	4.2%	87.8%[activator]	-0.3	1.8%	12.8%
> CCOC(=O)C1=C(C)NC(=O)NC1c1cn(-c2ccccc2)nc1-c1ccc(OC(C)C)cc1 (stereo not given)
 : -12.9%	-15.0%	-2.2%	?	-4.7%	-6.9%	3.9	-10.1%	11.6%
> O=C(Nc1ccccc1)N1CCN(c2nc3ccccc3s2)CC1
 : 6.3%	5.9%	0.9%	-21.6%	7.5%	1.0%	0.4	0.1%	4.8%
> N#CC1=C(C=Nc2ccccc2O)CCC1
 : 10.2%	-3.2%	-0.8%	-19.9%	0.2%	1.1%	2.5	-7.1%	0.0%
> Cc1ccccc1NCC(=O)N/N=C\C=C\c1cccc([N+](=O)[O-])c1
 : -7.4%	11.6%	-4.2%	-18.2%	-17.1%	-6.7%	-2.2	-5.5%	14.6%
> CC1=NNC(=O)C1C(c1ccccc1)C(C#N)C#N (stereo not given)
 : -31.7%	-1.7%	-2.6%	-13.3%	-7.0%	12.4%	2.3	-4.0%	-9.4%
> N#Cc1nc(N2CCCC2)nc(N2CCCC2)n1
 : 11.7%&-0.3%	4.6%	-11.1%	-13.3%	-0.3%&1.7%	0.8%&-1.4%	-4.5&1.7	-7.0%&-3.3%	-3.7%&-4.0%
> CC(C)(C)NC(=O)c1cc(-c2ccccc2)n[nH]1
 : 26.1%	2.7%	3.1%	-26.4%	-4.1%	-10.3%	-11.8	0.1%	23.4%[57.1 µM]
> COc1ccc(/C=C2\SC(=S)N(CC(=O)OCC(=O)Nc3ccc(C)cc3Cl)C2=O)cc1
 : -6.9%	19.7%	5.0%	-17.1%	4.9%	-3.8%	-5.9	-2.5%	3.7%
> CCOC(=O)CSc1nc2ccccc2n1CC(=O)N1CCN(c2ccccc2)CC1
 : 11.1%	11.6%	-5.0%	-3.5%	-1.7%	7.7%	-0.4	0.8%	17.0%
> COc1ccc(Cc2nnc(N)s2)cc1
 : -52.2%	-0.1%	-2.1%	-1.5%	-4.5%	-7.9%	-7.9	-3.7%	8.0%

# An excerpt; the hit share may differ from the screen's.
